# From PubChem BioAssay
# NPYLR7 ag: mosquito NPYLR7 agonism | HEK293T NPYLR7/Galpha15, GCaMP6s calcium fluorescence | activation, % at 10 µM | hit rate 0.15% among 270,000 | AID 1259423; in the data active = activation above about 40%;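 note: 0% = vehicle and 100% = reference agonist at the receptor; some compounds past the cut are filed as inactive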
# mcGAS lum: blocks mouse cGAS activity. Q8C6L5. recombinant cGAS, Kinase-Glo ATP depletion luminescence. inhibition, % at 12.5 µM. hit rate 0.15% among 160,000;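 note: 0% = negative control wells and 100% = reference inhibitor with no enzyme activity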
# hcGAS lum: inhibitors of human cGAS | Q8N884 | recombinant h-cGAS, ATP depletion, Kinase-Glo luminescence | inhibition, % at 12.5 µM | hit rate 0.081% among 290,000;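 note: 0% = vehicle reaction and 100% = reaction without DNA for no activity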
# Target sequence (Q8N884 whole entry, looked up): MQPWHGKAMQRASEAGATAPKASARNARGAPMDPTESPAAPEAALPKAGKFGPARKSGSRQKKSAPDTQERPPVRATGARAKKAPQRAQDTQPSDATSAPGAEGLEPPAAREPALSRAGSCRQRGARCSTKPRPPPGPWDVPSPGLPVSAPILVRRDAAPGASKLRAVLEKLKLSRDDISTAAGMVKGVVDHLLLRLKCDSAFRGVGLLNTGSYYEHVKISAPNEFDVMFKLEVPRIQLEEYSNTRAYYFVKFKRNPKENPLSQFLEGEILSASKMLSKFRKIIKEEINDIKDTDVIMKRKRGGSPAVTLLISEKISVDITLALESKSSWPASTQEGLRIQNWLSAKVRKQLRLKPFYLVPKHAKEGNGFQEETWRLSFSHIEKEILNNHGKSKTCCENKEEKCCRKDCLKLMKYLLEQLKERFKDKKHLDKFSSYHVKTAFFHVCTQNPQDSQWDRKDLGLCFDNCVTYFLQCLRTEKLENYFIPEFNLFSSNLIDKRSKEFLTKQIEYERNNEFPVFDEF
# The depositor's hits bear a star; . = no result given. Cut-off read from the data, not from the text of the source, unless noted: active = inhibition above about 40%; inactive = the rest.
# Order of results – NPYLR7 ag	mcGAS lum	hcGAS lum
> O=S(=O)(c1cc(Cl)cc(Cl)c1)N1CCN(CCCOC(c2ccc(Cl)cc2)c2ccc(Cl)cc2)CC1
    1.3	-7.4	-5.1
> Cc1ncsc1CCC(=O)N1CCC(O)(c2ccc(F)cc2)CC1
    -6.6	.	1.1
> COc1ccc(Br)c(C(=O)Nc2cc(C(=O)Nc3ccc(OC)c(OC)c3)ccc2N2CC3CC(C2)c2cccc(=O)n2C3)c1 (stereo unspecified)
    -7.7	.	-5.2
> CN(C)S(=O)(=O)c1ccc(C(=O)Oc2coc(CSc3ncccn3)cc2=O)cc1
    -24.7	2.0	2.8
> Cc1ccc(-n2ncc3c(C(C)C)nnc(SCC(=O)N4CCOCC4)c32)cc1C
    -8.2	-9.6	-7.8
> FC(F)(F)c1ccc(-c2nc(CSc3ccc(C(F)(F)F)cn3)cs2)cc1
    20.1	-3.9	-4.2
> O=S(=O)(NCCOc1ccc2nnc(-c3ccccc3)n2n1)c1ccc2c(c1)CCCC2
    2.6	-10.8	-5.0
> C=CCN(CC=C)Cn1[nH]c(=O)ccc1=O
    -1.0	-5.4	-6.7
> CCc1nnc(CN2CCCC2c2ccc(F)cc2)o1 (stereo unspecified)
    0.5	1.0	-3.2
> COc1ccccc1C(=O)Nc1nccnc1C(=O)NC1CCN(C(=O)NC(C)(C)C)CC1
    .	-4.2	-6.5
> Nc1cc(S(=O)(=O)Nc2cc(Cl)ccc2Cl)ccc1N1CCCC1
    0.6	.	0.5
> NC(=O)C1CCCN1C1CCN(C(=O)c2cc(Cl)ccn2)CC1 (stereo unspecified)
    6.8	3.6	2.3
> O=c1oc2cc(O)c(Cl)cc2c2c1CCCC2
    -0.8	7.1	11.9
> COC(=O)c1ccc(CNC(=O)CN2CC(C3CCCCC3)CC2C(=O)OC)cc1 (stereo unspecified)
    2.8	.	3.8
> CCOc1ccccc1C(=O)Nc1cc(C(C)(C)C)nn1-c1cccc(F)c1
    2.6	2.5	5.1
> COc1cc(OC)c(C(=O)OC(C)C#N)cc1OC (stereo unspecified)
    1.3	.	-12.2
> O=C(C1=C(O)C(=O)N(CCCN2CCOCC2)C1c1cccs1)c1ccco1 (stereo unspecified)
    3.2	.	-9.0
> O=C(Nc1nccs1)C1CCN(c2ccc(C(F)(F)F)cn2)CC1
    -1.3	-4.0	-4.5
> COc1ccc(NC(=O)CN(C)CC(=O)N2CCN(c3ccccc3F)CC2)cc1
    5.5	-17.5	-6.1
> CN(N)c1nc(N2CCOCC2)nc(N2CCOCC2)n1
    -6.3	-6.7	-2.5
> COC(=O)C1=C(C)N(C)C(=S)NC1c1ccc(NC(=O)NC2CCCCC2)cc1 (stereo unspecified)
    15.5	-7.2	-4.8
> COc1ccc(Nc2ncccc2C(=O)NCCCN(C)c2ccccc2)cc1
    -11.6	.	-1.9
> CCN(C(=O)c1cccn(Cc2ccccc2C)c1=O)c1ccccc1
    11.6	.	-11.9
> CCC1CCCCN1Cc1nc2c(c(=O)n(C)c(=O)n2C)n1Cc1cccc2ccccc12 (stereo unspecified)
    5.2	.	0.8
> COC(=O)Cn1c(=O)c2c(nc3n(CC(C)C)c(C)cn23)n(C)c1=O
    7.0	.	-4.5
> CSCCOC(=O)C1=C(C)NC(=O)NC1c1ccccc1F (stereo unspecified)
    -2.8	.	5.0
> COc1ccccc1-c1cnn2c(C)c(C(=O)N3CCCCC3C)cnc12 (stereo unspecified)
    10.2	-8.8	-13.7
> CC1C(=O)N(c2ccc3c(c2)CCC3)CCN1C(=O)Cc1ccccc1 (stereo unspecified)
    0.8	-5.1	-5.9
> CC(C)C1CN(C(=O)c2cc(=O)n(C)c(=O)n2C)CCC(=O)N1CC1CC1 (stereo unspecified)
    .	-11.6	-2.5
> COc1ccccc1-n1c(SCc2nc(C(=O)Nc3ccc(C)c(C)c3)cs2)nnc1-c1ccncc1
    13.3	-4.7	-7.2
> O=C(NNC(=O)C1CCC(=O)N(Cc2ccccc2)C1c1ccccc1)C1CC1 (stereo unspecified)
    6.6	.	-5.7
> COc1ccc(-c2n[nH]c(=S)n2N=Cc2cc(Br)ccc2F)cc1
    12.1	-3.1	-4.7
> O=C(NCC(F)(F)F)c1cc(-c2ccc(Cl)cc2)n[nH]1
    0.0	.	-10.7
> Cc1ccc(C(=O)Nc2ccc(Br)cc2)cc1S(=O)(=O)Nc1ccccn1
    -16.7	-8.3	-5.3
> CC(=O)Nc1cncc(-c2ccccc2C(F)(F)F)n1
    3.6	.	-14.5
> CCCCN1N=C(c2ccc(F)cc2)Cn2c1nc1c2c(=O)n(C)c(=O)n1C
    6.4	-6.4	0.5
> O=C(c1cc2n(n1)CCN(Cc1cccc(C(F)(F)F)c1)C2=O)N1CCN(c2cccc(Cl)c2)CC1
    -4.1	0.3	-1.5
> Oc1oc(-c2ccc(Br)cc2)nc1C=Nc1ccc(Cl)cc1Cl
    -0.4	-2.4	-3.6
> O=C(NCCN1C(=O)CCC1=O)N1CCN(C(=O)c2ccsc2)CC1
    -0.1	-0.9	3.8
> Cc1ccc(NC2CCCN(C(=O)CCCn3cnnn3)C2)cc1C (stereo unspecified)
    1.9	-14.4	-2.6
> O=C(OCC(=O)N1CCN(S(=O)(=O)c2ccc(Cl)cc2)CC1)c1cn[nH]c1-c1ccccc1
    -1.7	-0.6	4.9
> CCCc1[nH]n(-c2ccc(F)cc2)c(=O)c1C1=C([n+]2cccc(C)c2)C(=O)N(C(C)C)C1=O
    -3.9	-11.5	-11.9
> Cc1[nH]cnc1CN(C)Cc1cnn(-c2ccc(F)cc2)c1
    1.5	-0.2	3.3
> Cc1noc(C)c1COC(=O)Cn1c(=O)n(C)c2ccccc21
    2.8	.	4.6
> CCn1c(SCC(=O)NN=Cc2cccnc2)nnc1-c1ccc(Cl)cc1
    -7.5	-2.2	-5.1
> CCn1c(C2CCCN(C(=O)c3cccc4[nH]c(C)nc34)C2)nn(C)c1=O (stereo unspecified)
    3.2	-3.4	0.2
> Cc1ccc(CN(Cc2ccc3c(c2)OCO3)C(=O)CN(CC(C)C)C(=O)CCC2CCCC2)o1
    .	-6.9	-9.6
> Cc1ccc(N2C(=O)CSC2c2ccc(NC(=O)c3ccco3)cc2)cc1F (stereo unspecified)
    -1.8	-9.7	-8.3
> CCCCN(Cc1nc2ccccc2[nH]1)Cc1ccco1
    3.0	-23.7	-5.2
> N#Cc1cnc(SC2CCCC2)nc1N
    9.0	1.0	4.6
> CCC(C)Sc1nc2c(c(=O)n1-c1ccc(C)cc1)SCC2 (stereo unspecified)
    -1.7	.	-2.2
> S=c1[nH]nc(Cc2cccs2)n1C1CCCCC1
    25.5	-6.3	-4.2
> CNc1nc2cnc(Nc3ccncc3)cc2n1-c1ccccc1
    10.5	-8.2	-6.0
> CCCCCCCCS(=O)(=O)N1CCCN(c2nc(Cc3ccc(C)cc3)ns2)CC1
    21.3	-5.3	-2.1
> CN(C)c1ccc(NC(=O)C2CCC2)cc1CN(Cc1ccc(F)cc1)S(=O)(=O)c1cccc(Cl)c1
    -0.1	0.3	2.5
> C=Cc1ccc(CN2C(=O)C(C)(C)ON=C2c2ccco2)cc1
    6.6	.	0.9
> O=S(=O)(NC1CCCC1)c1ccc(Cl)c(C(F)(F)F)c1
    1.8	.	-0.2
> CN=c1scc(-c2cc(OC)ccc2OC)n1N=Cc1ccc(O)cc1
    -20.1	.	0.3
> Cc1[nH]c2c(c1C(=O)N1CCCC(O)(CO)CC1)C(=O)CCC2 (stereo unspecified)
    4.6	-10.5	-5.6
> CCOC(=O)C1=C(C)N=c2s/c(=C\c3ccc(OC)cc3)c(=O)n2C1c1ccc(OC)c(OC)c1 (stereo unspecified)
    -6.1	-5.3	-3.0

# 3 entries from above, as comma-separated lines:
Molecule,NPYLR7 ag,mcGAS lum,hcGAS lum
O=S(=O)(c1cc(Cl)cc(Cl)c1)N1CCN(CCCOC(c2ccc(Cl)cc2)c2ccc(Cl)cc2)CC1,1.3,-7.4,-5.1
Cc1ncsc1CCC(=O)N1CCC(O)(c2ccc(F)cc2)CC1,-6.6,.,1.1
COc1ccc(Br)c(C(=O)Nc2cc(C(=O)Nc3ccc(OC)c(OC)c3)ccc2N2CC3CC(C2)c2cccc(=O)n2C3)c1 (stereo unspecified),-7.7,.,-5.2

# (list continues)
# Order of results – NPYLR7 ag	mcGAS lum	hcGAS lum
> COc1cccc(CC2CN(C(=O)CCc3ccccc3C)CCO2)c1 (stereo unspecified)
    6.4	.	-9.7
> COCCN(CC(=O)N(Cc1cccn1Cc1cccc(C)c1)C(C)(C)C)C(=O)C1CCCCC1
    -7.3	-5.2	-5.8
> CCOCCOCN(C#N)c1nc(OC)nc(N(C)C)n1
    1.1	.	-11.6
> COc1ccc(S(=O)(=O)N(CCN2CCOCC2)Cc2nccn2Cc2c(C)cc(C)cc2C)cc1
    22.0	-7.6	0.1
> CN(CC(=O)Nc1ccc(S(=O)(=O)N2CCCC2)cc1)Cc1ccc(Br)cc1
    -4.8	-4.9	0.1
> Cc1cc(C)c(C(=O)N2CCCC(C(=O)N3CCC4(CC3)OCCO4)C2)[nH]1 (stereo unspecified)
    .	-6.1	-11.1
> CCCS(=O)(=O)c1ccc(N2CCN(c3ccccc3F)CC2)nn1
    .	-6.2	-1.0
> O=C(Cn1cccn1)N1CCOC(CC2CCCCC2)C1 (stereo unspecified)
    20.2	.	-6.1
> Cc1ccc2nc(SCC(=O)NCc3ccccc3Cl)nc(=O)n2c1
    6.2	-6.4	-1.8
> Cc1ccc(C)c(SC2CCCCNC2=O)c1 (stereo unspecified)
    3.9	-11.0	-3.5
> O=C(c1ccc(Cl)cc1)N1CCCC(OCc2cccc(OC(F)(F)F)c2)C1 (stereo unspecified)
    -3.6	.	-1.5
> COc1ccc(OC)c(NC(=O)C2(C)CCN2C(=O)Cc2ccc(C(C)(C)C)cc2)c1 (stereo unspecified)
    -2.3	-3.1	-2.3
> CC1CN(c2cc(Cl)nc(SCC(=O)N3CC4(C)CC3CC(C)(C)C4)n2)CCN1C(=O)C1CC1 (stereo unspecified)
    3.6	-2.7	-4.9
> O=C(CCOc1ccccc1)NC1CC(=O)N(C2Cc3ccccc3C2)C1 (stereo unspecified)
    0.8	.	0.1
> CC(=O)Nc1ccc(SCc2csc(-c3ccc(Cl)cc3)n2)cc1
    13.9	-4.9	-1.3
> CC1(C)COC(CCOC(=O)N2CCC(n3c(=O)[nH]c4ccccc43)CC2)OC1
    -11.9	-1.7	-5.8
> Cc1c(NC(=O)C(C)OC(=O)c2ccccc2F)c(=O)n(-c2ccccc2)n1C (stereo unspecified)
    0.9	-8.1	-10.2
> COc1ccccc1CCNC(=O)c1ccccc1N1CCC(NC(=O)c2cccc(F)c2)CC1
    -3.1	.	-7.0
> CN1CCN(C(=O)c2ccc3c(c2)CCO3)CC1=O
    0.4	-1.1	-0.8
> Cc1c(CN2CCCC(N3CCN(c4ccccc4F)CC3)C2)cnn1C (stereo unspecified)
    .	-11.4	-5.5
> CN(Cc1cc(C(C)(C)C)n[nH]1)C(=O)c1cccc(-n2cnnc2)c1
    3.0	.	-4.1
> Cc1cc(NC(=O)N2CCc3ccc(Cl)cc32)n(C(C)(C)C)n1
    0.2	.	-3.6
> CCOC(=O)CNC(=O)N(CC(=O)N(Cc1cccn1Cc1ccc(Br)cc1)C1CCCCC1)C(C)C
    -8.4	1.9	0.2
> COc1cccc(C(=O)N(CC(=O)N2c3ccccc3-n3cccc3C2c2cccc(Cl)c2)C(C)C)c1 (stereo unspecified)
    9.1	-5.9	-8.4
> O=C1CSC(c2cccnc2)N1c1ccc(F)c(Cl)c1 (stereo unspecified)
    -4.7	.	1.1
> CC(C)N(CCN1CCCCCC1)C(=O)c1ccc(C2CCCN2)s1 (stereo unspecified)
    9.3	.	0.8
> CCCOc1ccccc1C1C(C(=O)OCc2ccccc2)=C(C)NC2=C1C(=O)CCC2 (stereo unspecified)
    -2.7	.	-1.8
> Cc1ccc(OC(=O)NC2(C(F)(F)F)OCCO2)cc1
    3.8	.	-2.6
> CC(C)c1ccc(O)c(NC(=S)NC(=O)c2cncc(Br)c2)c1
    1.2	.	-5.1
> COc1ccc(NC(=O)C2(C)CCN2CCOc2ccccc2)cc1OC (stereo unspecified)
    -1.0	.	-6.2
> CC(C)COC1CCN(C(=O)CCN2CCOC2=O)CC1
    2.8	.	-4.8
> Cc1ccc(NC(=O)CN2CCCC(C(=O)N(C)C)C2)c(Cl)c1 (stereo unspecified)
    -27.4	.	-2.1
> Cc1c(Cl)cccc1N=C1NN=C(c2c(N)n(C)c(=O)[nH]c2=O)CS1
    -9.7	6.1	12.7
> C=CCN(Cc1ccc(C)s1)C(=O)c1ccc(-c2nnn(C)n2)cc1
    -4.7	.	-3.8
> O=c1c2cn[nH]c2nc(SCc2cc(=O)n3cc(Br)ccc3n2)n1-c1ccc(Br)cc1
    7.8	.	-5.8
> Cc1nc(C)n(CCNC(=O)c2cn(-c3ccccc3)nn2)n1
    -4.1	.	-2.6
> O=c1c2ccc(Cl)cc2ncn1CC(O)COCc1cccs1 (stereo unspecified)
    10.6	.	-2.5
> Cc1nc(C(=O)N2CC[C@@H](c3ccc4ccccc4c3)[C@H](O)C2)c(C)o1
    1.8	.	-3.1
> CC1CCN(c2nc3c(c(=O)[nH]c(=O)n3C)n2CCCSc2ncccn2)CC1
    -9.1	.	-2.8
> CC(C)c1nccc(C2CC(=O)Nc3c2c(-c2cccnc2)nn3C)n1 (stereo unspecified)
    18.0	-9.6	-0.7
> Cc1cc(=O)n(CC(=O)NCc2ccccc2)c(-n2nc(C)cc2C)n1
    8.5	-3.2	5.6
> CCOC(=O)CCCSc1nnc(NC(=O)C2CC2)s1
    -1.7	-4.3	-5.7
> CCOc1ccccc1C1NC(=O)NC(C)=C1C(=O)OCCSCC (stereo unspecified)
    -6.0	-5.5	-6.8
> CN(CC[C@H]1CN(C(=O)N2CCOCC2)CC[C@H]1CC(=O)O)c1ccccc1
    -7.5	-9.1	-7.2
